mcGAS RapidFire: inhibitors of mouse cGAS; AID 1259397; recombinant mouse cGAS, cGAMP by RapidFire MS; inhibition, % at 12.5 µM; actives 0.18% (n = 130,000); Q8C6L5;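 active means inhibition of cGAS enzyme activity at or above 60%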;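 further: enzyme stimulated by 45 bp dsDNA with ATP and GTP substrates; cGAMP share of summed cGAMP plus half ATP and half GTP signals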
Target sequence (Q8C6L5 whole entry, looked up): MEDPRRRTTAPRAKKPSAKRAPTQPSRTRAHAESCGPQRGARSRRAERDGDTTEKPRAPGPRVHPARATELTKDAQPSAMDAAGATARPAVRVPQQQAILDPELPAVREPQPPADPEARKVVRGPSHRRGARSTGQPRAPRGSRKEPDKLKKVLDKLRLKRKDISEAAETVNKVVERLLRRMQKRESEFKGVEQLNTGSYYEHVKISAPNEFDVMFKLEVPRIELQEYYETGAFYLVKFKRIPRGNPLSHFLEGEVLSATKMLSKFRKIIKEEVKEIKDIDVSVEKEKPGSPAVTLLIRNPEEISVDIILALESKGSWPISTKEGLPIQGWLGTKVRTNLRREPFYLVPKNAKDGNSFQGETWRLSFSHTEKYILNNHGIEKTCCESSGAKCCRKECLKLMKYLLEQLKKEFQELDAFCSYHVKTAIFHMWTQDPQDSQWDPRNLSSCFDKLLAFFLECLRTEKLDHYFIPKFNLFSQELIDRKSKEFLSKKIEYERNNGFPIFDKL
Active calls of the source: *; & = joins results of further samples.

mcGAS RapidFire | SMILES
-6 | CN(C)CCn1ccc(NCc2cc3ccccc3o2)n1
-14 | CCc1nc(Cn2ccnc2-c2c(C)cc(C)c(C(C)=O)c2C)no1
-2 | CC(=O)Oc1ccc(C2C(C(=O)OCc3ccccc3)=C(C)NC3=C2C(=O)CCC3)cc1 (stereo not drawn)
-3 | CCOC(=O)C1(C)CCCN1C(=O)c1ccc(OC)c(F)c1 (stereo not drawn)
-18 | CC(C)COc1ncnc2c1sc1nc3c(cc12)COC(C)(C)C3
-30 | CN(CCc1ccccc1)C1(C(=O)N2CCCNCC2)Cc2ccccc2C1
-8 | CC(O)(CN1CCN(CCc2cccs2)CC1)c1cccc(C(F)(F)F)c1 (stereo not drawn)
-12 | O=c1c(-c2ccc(F)cc2)[n+]([O-])c2ccccc2n1OCc1ccc(Oc2ccccc2)cc1
-1 | COc1ccc(C(=O)Nc2nccs2)c(OC)c1
-6 | O=S(=O)(NCc1ccc2c(c1)OCO2)c1c(Cl)cc(Br)cc1Cl
1 | CN1C(=O)N(Cc2nc3ccc(Cl)cc3n2CCO)C(=O)C12CCCCC2
-2 | O=C(Cn1cnc2sc3c(c2c1=O)CCCC3)N1CCCC1
0 | CSc1nc(C)c(C2=CC(c3ccc(Br)cc3)C(C#N)C(=N)S2)cc1C#N (stereo not drawn)
-5 | CCCC(=O)Nc1oc2c(C)cccc2c(=O)c1-c1ccc(OC)c(OC)c1
-4&-3 | COc1cccc(C(=O)NCC2CCCN(Cc3cccc4nonc34)C2)c1OC (stereo not drawn)
-16&5 | CCCCCCNC(=O)n1cc(F)c(=O)[nH]c1=O
-7 | COCCn1cc(NC(=O)NC2CCCCC2)c2ccccc21
-7 | Cc1ccc(C(C2Sc3nc(C)nn3C2=O)N2CCC(O)CC2)cc1 (stereo not drawn)
-3 | Cc1c(C(C)NC(=O)C2CC2c2cccc(Br)c2)cnn1C (stereo not drawn)
-7 | COc1ccc(-c2nn(-c3ccc(F)cc3)c(OC(C)=O)c2-c2ccc(N)cc2)cc1OC
2 | CCOc1cc(/C=N\n2c(-c3ccco3)csc2=NC(C)C)ccc1O
-6 | CC(C)NC(=O)c1cnc(N2CCN(Cc3ccccc3)C2=O)o1
6 | CN(C)c1cnn(CC(=O)N(Cc2c(F)cccc2Cl)C2CC2)c(=O)c1
27 | CCCCCSc1nc(N2CCOCC2)c2c(c1C#N)CC(C)(C)OC2
-2 | CC1=C(C(=O)Nc2ccccc2C)C(c2cccnc2)n2nc(SCc3ccccc3F)nc2N1 (stereo not drawn)
-2 | c1cnc(N2CCN(Cc3cc4n(n3)CCNC4)CC2)cn1
0 | O=c1c2c(nc3c(-c4ccccc4)c(-c4ccccc4)[nH]n13)CCC2
-4 | CC1Cc2nc(SCC(N)=O)n(Cc3ccccc3)c(=O)c2S1 (stereo not drawn)
-8 | CC(=O)C(C)n1c(=O)c2c(nc3n(-c4cccc(Cl)c4)c(C)c(C)n23)n(C)c1=O (stereo not drawn)
-13 | CC1CC(C)CN(C(=O)CN2C(=O)NC(C)(c3ccccc3)C2=O)C1 (stereo not drawn)
-14 | CCOc1ccccc1OCC(=O)N/N=C1\CCCC(C)C1 (stereo not drawn)
8 | Cc1cc(Nc2ccc3c(n2)C(=O)N([C@H](C)C(=O)NCc2cccnc2)C3)n(C)n1
-10 | O=C(NCc1nc2ccc(Cl)cc2[nH]1)C1CCOC1 (stereo not drawn)
-9 | Cc1cc(=O)n2ncnc2n1CC1(O)CCC(C)CC1 (stereo not drawn)
-6 | O=C1C2C3C=CC(C3)C2C(=O)N1c1cc([N+](=O)[O-])ccc1Cl (stereo not drawn)
-7 | O=C1CCCN1CCCN=c1c([N+](=O)[O-])nn(-c2ccc(Cl)cc2)n1O
-3 | Cc1ccccc1-c1nc(CN(Cc2c(C)nn(C)c2C)C2CC2)c(C)o1
-1 | Cc1cc(NC(=O)c2ccc(F)cc2)n(CCC#N)n1
7 | Cc1nc2nc(S(=O)(=O)NCCC(C)C)nn2c(C)c1C
-24 | O=C(C(NC1COc2ccccc21)c1ccccc1)N1CCCCC1 (stereo not drawn)
-4&3 | CCC(CC)NC(=O)CN1c2cccc3cccc(c23)S1(=O)=O
-10 | Cc1ccccc1S(=O)(=O)NCC1CCN(Cc2nccn2C)C1 (stereo not drawn)
-5 | CCCSCC(=O)NCc1nnc(C(C)C)s1
-6 | O=C(CCn1ccc(=O)[nH]c1=O)OCc1cc(-c2cccs2)on1
23 | CC(=O)c1c(C)[nH]c(C(=O)Cn2cc(Br)ccc2=O)c1C
-5 | COc1ccc(C2Nc3ccccc3C(=O)N2c2ccc(F)cc2)cc1Cn1nc(C)c([N+](=O)[O-])c1C (stereo not drawn)
-1 | Cc1nc(NCCc2nnc3n2CCCCC3)c2c3c(sc2n1)CCC3
5 | Cc1cccn2c(=O)c(C=C3C(=O)NC(=S)NC3=O)c(N3CCCC3)nc12

Quoted from the listing:
Reading of CN(CCc1ccccc1)C1(C(=O)N2CCCNCC2)Cc2ccccc2C1 in mcGAS RapidFire: -30
Reading of COc1ccc(C(=O)Nc2nccs2)c(OC)c1 in mcGAS RapidFire: -1
Reading of CCc1nc(Cn2ccnc2-c2c(C)cc(C)c(C(C)=O)c2C)no1 in mcGAS RapidFire: -14

The listing continues.
mcGAS RapidFire | SMILES
-7 | CSCCC1NC(=S)N(c2cccc(N3CCOC3=O)c2)C1=O (stereo not drawn)
-4 | CCOc1ccc(C2CCCN2S(=O)(=O)c2ccc(C(C)=O)cc2)cc1 (stereo not drawn)
0 | N#Cc1c(SCC(N)=O)nc(=O)n2nc3n(c12)CCCCC3
-2 | O=C(c1cc2ccc(Cl)cc2[nH]1)N1CCN(S(=O)(=O)N2CCCCCC2)CC1
6 | O=C(O)CCN1CCCCO1
-3 | CCOc1ccccc1N1C(=O)C2CC(C)=C(C)CC2C1=O (stereo not drawn)
-39 | Fc1ccc(C2CCCN2Cc2cnc(-c3ccco3)nc2)cc1 (stereo not drawn)
6 | O=C(Cn1cnc2c(nnn2Cc2ccccc2F)c1=O)NCc1ccc2c(c1)OCO2
-14 | O=C(c1cn[nH]n1)N1CCN(c2ccccn2)CC1
-14 | Clc1cccc(Nc2nnc(-c3ccccc3)c3ccccc23)c1
-4 | O=C(NC1CCc2ccccc21)C1=CN2CCN(Cc3ccccc3)C(=O)N=C2O1 (stereo not drawn)
-8 | O=C(NC1CC1)C1CNCCN1C(=O)CCn1cc(Cl)cn1 (stereo not drawn)
-1 | COc1ccc(N2CCN(CN3CC(=O)N(C(C)C)C3=O)CC2)cc1
-2 | COCc1cc(=O)n(CC(=O)NC(c2ccccc2)c2ccc(Cl)cc2)cn1 (stereo not drawn)
-8 | CCOC(=O)c1cc2c(n(-c3ccccc3)c1=O)CCCC2=O
9 | c1cnn(CC2CN(CCCOc3ccc4c(c3)OCO4)CCO2)c1 (stereo not drawn)
-23 | COc1cccc(CCc2ccccc2C(=O)NCC2(O)CCNC2)c1 (stereo not drawn)
10 | O=C(COc1ccccc1)N1CCCC(CNS(=O)(=O)c2cccs2)C1 (stereo not drawn)
8 | CC(C)c1[nH]nc2c1C(C1CCN(C(C)C)CC1)CC(=O)N2 (stereo not drawn)
5 | O=C(Cn1cc(C(=O)N2CCCC2)cn1)NCc1ccc(Cl)cc1
3 | COc1ccc(C2Oc3ccccc3C3CC(c4ccc5c(c4)OCCO5)=NN32)cc1OC (stereo not drawn)
-15 | O=C(Nc1ccc(Cl)cc1)C(=O)NC(CCO)c1ccccc1 (stereo not drawn)
-6 | NC(=O)c1cccc(OCCC(=O)NCc2ccc3c(c2)CCC3)c1
-6 | COc1ccc(Br)c(Cn2c(C)c(C(=O)NCc3cccs3)sc2=O)c1
-10 | CC(=O)N1C=Cc2c[nH]cc2C(C)=N1
-1 | CCc1nc(C)c(C(=O)Nc2ccc(OC)c(NC(=O)c3ccccc3)c2)o1
-3 | CC(C)Oc1ccc(C(F)(F)F)cc1N
-3 | CC(C)=NOC1NC(Br)=C(C#N)C(C#N)(C(N)=O)C1(C)C (stereo not drawn)
-12 | CCCCc1ccc(S(=O)(=O)NC(=O)C2(C)CCN2C(=O)c2c(C)noc2C)cc1 (stereo not drawn)
-7 | COc1ccc(C(=O)C2CCCN(Cc3nc4c(s3)CCCC4)C2)c(OC)c1 (stereo not drawn)
0 | Cc1nnc(-c2cccc(NC(=O)C3CCCCN3C(=O)C3CCCC3)c2)s1 (stereo not drawn)
-3 | OC(CNc1ccccn1)c1ccccc1 (stereo not drawn)
-4 | CCCCc1ccc(NC(=O)c2cc(=O)c(OCc3ccccc3)cn2C)cc1
-17 | NC(=O)CCCCn1ccc(NC(N)=NCC(F)(F)F)n1
-5 | Cc1ccc(NCC(=O)N2CCCC(C)C2)cc1-n1nnnc1C (stereo not drawn)
-10 | CC(C(=O)N1CC(=O)Nc2ccccc21)N1CCCC1c1cccn1C (stereo not drawn)
-9 | N#CC1=C(O)C(=O)N(Cc2ccccc2)C1
-12 | CC(C)OCc1c(C(=O)OC2CC(C)OC2=O)oc2ccccc12 (stereo not drawn)
27 | CCOC(=O)n1c(SCC)nc2ccccc21
-4 | C=C[C@@H](C1=CC(=O)C(OC)=C(OC)C1=O)c1ccccc1
4 | Cc1ccc(C(=O)ON=C2CCN(C)CC2)cc1
-8 | CN(CCc1ccccc1)C1CCCN(C2CCN(Cc3ccco3)CC2)C1 (stereo not drawn)
-31 | O=C(CC1CCCCC1)NNC(=O)C1CC1
4 | CC1=CS(=O)(=O)CC1Sc1n[nH]c(C)n1 (stereo not drawn)
-16 | O=C(CCc1ccsc1)NCC(=O)Nc1ccc(F)c(F)c1
-5 | CCn1c(=O)c(C)nc2cc(C(=O)NC(c3ccccc3)C3CC3)ccc21 (stereo not drawn)
-10 | O=C1CC(C(F)(F)C(F)(F)C(F)(F)C(F)F)=Nc2ccccc2N1
-27 | O=C(CC1=C(c2ccccc2)CCC1=O)NCc1cccnc1-n1ccnc1

Random excerpt: 5 entries already listed.
mcGAS RapidFire | SMILES
-30 | CN(CCc1ccccc1)C1(C(=O)N2CCCNCC2)Cc2ccccc2C1
-9 | Cc1cc(=O)n2ncnc2n1CC1(O)CCC(C)CC1 (stereo not drawn)
8 | Cc1cc(Nc2ccc3c(n2)C(=O)N([C@H](C)C(=O)NCc2cccnc2)C3)n(C)n1
10 | O=C(COc1ccccc1)N1CCCC(CNS(=O)(=O)c2cccs2)C1 (stereo not drawn)
-6 | O=C1C2C3C=CC(C3)C2C(=O)N1c1cc([N+](=O)[O-])ccc1Cl (stereo not drawn)

(continued)
mcGAS RapidFire | SMILES
-18 | COc1ccc(C)cc1CC(=O)Nc1ccccc1N1CCOCC1
-2 | CCC(C)n1c(C)cn2c3c(=O)n(CC(=O)OC)c(=O)n(C)c3nc12 (stereo not drawn)
-4 | O=C(NCC1CCN(c2ncccn2)CC1)C(=O)Nc1cccc(C(F)(F)F)c1
-4&0 | CNS(=O)(=O)Cc1ccc2[nH]cc(CCN(C)C)c2c1
-15 | CCc1nnsc1C(=O)Nc1cc(F)c(N2CCCC2)c(F)c1
-4 | CC(=O)N1CC(C)CN(C(=O)c2ccc(F)nc2)c2ccccc21 (stereo not drawn)
-5 | COC(=O)[C@@H]1C[C@@H](NS(=O)(=O)Cc2cccc(Cl)c2)CN1C
-12 | O=C(CSc1ccc2nc(-c3ccccc3)cn2n1)NCCc1ccccc1

Already shown: entries from further up.
mcGAS RapidFire | SMILES
-27 | O=C(CC1=C(c2ccccc2)CCC1=O)NCc1cccnc1-n1ccnc1
-18 | COc1ccc(C)cc1CC(=O)Nc1ccccc1N1CCOCC1
-2 | CCC(C)n1c(C)cn2c3c(=O)n(CC(=O)OC)c(=O)n(C)c3nc12 (stereo not drawn)
-4 | O=C(NCC1CCN(c2ncccn2)CC1)C(=O)Nc1cccc(C(F)(F)F)c1
-4&0 | CNS(=O)(=O)Cc1ccc2[nH]cc(CCN(C)C)c2c1
-15 | CCc1nnsc1C(=O)Nc1cc(F)c(N2CCCC2)c(F)c1

(list continues)
mcGAS RapidFire | SMILES
-17 | CCNc1ccnc(N2CCN(Cc3ccc4c(c3)OCO4)CC2)n1
-5 | c1nc(NC2CCOC3(CCSC3)C2)c2ccsc2n1 (stereo not drawn)
-8 | O=C1NC(Cc2cscn2)c2nc(NCc3ccccn3)ncc21 (stereo not drawn)
-8 | Cc1ccccc1-n1ncc2c(C3CC3)nn(CC(=O)N3CC(C)OC(C)C3)c(=O)c21 (stereo not drawn)
-13 | CCn1ccc2cc(NC(=O)CN3CCCCCCC3=O)ccc21
-12 | Cc1nn(C)c2c1C(c1cc(F)ccc1-n1cccn1)CC(=O)N2 (stereo not drawn)
-8 | O=C(COc1ccc(Cl)cc1)N(Cc1ccco1)C1CCS(=O)(=O)C1 (stereo not drawn)
-9 | O=S(=O)(NCCCn1ccc2ccccc21)c1ccccc1F
-1 | O=c1c(N=Nc2ccccc2)c(-c2ccc([N+](=O)[O-])cc2)[nH]n1-c1ccccc1
0 | COc1cccc(C=NNC(=O)c2cc(-c3cccs3)[nH]n2)c1O
-1 | CCOC(=O)C1(C)CCCCN1C(=O)c1ccc(C(=O)OC)cc1 (stereo not drawn)
12 | COc1cccc(-c2n[nH]c(=S)c3nc(C)sc23)c1
-3 | Cc1ccc(-c2[nH]ncc2CN2CCC(C(O)CCc3ccccc3)CC2)cc1C (stereo not drawn)
-12 | COCC(C)NC(=O)C1CCN(Cc2cn[nH]c2-c2ccc(F)cc2)CC1 (stereo not drawn)
-5 | COc1ccc(CN(C)C(=O)Cn2nnnc2CN2CCOCC2)c2cccnc12
-10 | CSc1cccc(NC(=O)CN2CCc3cc(S(N)(=O)=O)ccc32)c1
6 | CC1CN(C(=O)c2ccc(NC(=O)C3CC3)cc2)CCO1 (stereo not drawn)
-29 | COc1cc(=O)n(-c2ccccc2C)nc1C(=O)NC(c1ccccc1)c1ccccc1
-19 | O=C1C(=O)N(Cc2ccccc2)C23C1=C(c1ccccc1)OC2(O)c1ccccc1C3(O)O (stereo not drawn)
-6 | CC(=O)OCC(=O)[C@@]12OC3(CCCC3)O[C@@H]1CC1C3CCC4=CC(=O)C=C[C@]4(C)[C@@]3(F)[C@@H](O)C[C@@]12C (stereo partly drawn)

The list is partial; count on the stated rates, not on these rows.
